TAG inh = inhibitors of triacylglycerol accumulation. 0.66% of 230,000 active. H9c2 cells, Nile Red lipid (TAG) fluorescence; cells loaded with 200 µM oleic acid. inhibition, % at 12.5 µM. AID 651582;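 active = pattern-corrected inhibition of lipid staining of at least 50% with the nuclear-stain viability signal not falling by more than 50%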;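 also: 0% = DMSO wells and 100% = triacsin C control wells; some results filed as inactive read as strong as hits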
TAG inh DAPI viability = recorded beside TAG inh, whose call it bears; DAPI nuclei signal change (viability), lower = more cytotoxic, %;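 whole-well DAPI fluorescence read on a plate reader as a viability signal; minus 50 percent equals half of cells still viable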
Active calls of the source: *. The list is partial, so the mix of outcomes need not match the whole.

What do the screens show for `Cc1ccc(C)c(CSc2nnc(-c3ccccn3)n2N)c1`?
TAG inh: 2.0; TAG inh DAPI viability: -0.2

How did COCC(=O)N1CCC(Oc2ccc(C(=O)N3C[C@H]4CC[C@H]3C4)cc2)CC1 do in these assays?
TAG inh: 5.9; TAG inh DAPI viability: -0.9

Results for CN(C)c1ccc2c(c1)C(=NO)c1ccccc1-2 ?
TAG inh: -13.3; TAG inh DAPI viability: -4.2

What do the screens show for `Nc1ccc(C(=O)NC2CCSc3ccccc32)cc1[N+](=O)[O-]` (stereo not given)?
TAG inh: -2.3; TAG inh DAPI viability: 0.7

Results for O=C(COc1ccccc1Cl)Nc1ccccc1C(=O)N1CCOCC1 ?
TAG inh: -20.4; TAG inh DAPI viability: -5.2

How did C=CCSc1nc(C)c2cc(C)cc(C)c2n1 do in these assays?
TAG inh: -4.8; TAG inh DAPI viability: -15.0

Results for CCc1ccc(C(=O)OCC(=O)NCC(F)(F)F)cc1 ?
TAG inh: 6.0; TAG inh DAPI viability: -11.6

What do the screens show for `CCN(N=O)c1ccc(C=C2C=Cc3ccccc32)cc1`?
TAG inh: -17.2; TAG inh DAPI viability: 2.4

Results for CCOC(=O)CC1COc2ccccc2N1C(=O)c1ccc(F)cc1 (stereo not given) ?
TAG inh: 2.1; TAG inh DAPI viability: 2.0

What do the screens show for `O=[N+]([O-])c1ccc(Cl)c(S(=O)(=O)Nc2cccc(-c3ccc(N4CCOCC4)nn3)c2)c1`?
TAG inh: -7.3; TAG inh DAPI viability: -0.4

What do the screens show for `CC(C(=O)NC1(C#N)CCCCC1)N(C)CC(=O)Nc1ccc(Cl)c(Cl)c1` (stereo not given)?
TAG inh: -18.1; TAG inh DAPI viability: -3.5

How did Cn1c(=O)n(C)c2cc(/C=N/NC(N)=S)ccc21 do in these assays?
TAG inh: 2.2; TAG inh DAPI viability: 8.4

Results for O=C1C[C@@H]2c3c(cccc3CN1Cc1ccccc1Br)C[C@@H](O)[C@H]2O ?
TAG inh: 20.2; TAG inh DAPI viability: 2.0

Results for COc1ccc(N2CCN(C(=O)COC(=O)CNC(=O)c3ccc(Cl)cc3Cl)CC2)cc1 ?
TAG inh: 6.2; TAG inh DAPI viability: -1.4

Results for COc1ccc(-c2c(C3=CCCCC3)oc3ccc(-c4ccc5c(c4)OCO5)cc23)cn1 ?
TAG inh: -9.3; TAG inh DAPI viability: 10.0

What do the screens show for `Cc1cc2nnc(SCC(=O)NCC3CCCO3)n2c2ccccc12` (stereo not given)?
TAG inh: 16.5; TAG inh DAPI viability: -8.4

What do the screens show for `CC(C)OP(=O)(OC(C)C)C(O)c1cccc([N+](=O)[O-])c1` (stereo not given)?
TAG inh: -21.5; TAG inh DAPI viability: 12.8

What do the screens show for `CCOC(=O)N1CCN(c2cc(=O)n(-c3cccc(Br)c3)c(=O)[nH]2)CC1`?
TAG inh: -2.1; TAG inh DAPI viability: -11.4

Results for CCOCCc1nnc(NC(=O)c2cccc(F)c2)s1 ?
TAG inh: 8.7; TAG inh DAPI viability: -1.3

How did C/C(=N\NC(=O)c1cccc(S(=O)(=O)N2CCOCC2)c1)c1ccc(C#N)cc1 do in these assays?
TAG inh: -10.6; TAG inh DAPI viability: 4.1

Results for O=C(O)c1ccc(/C=N\Nc2ccccn2)cc1 ?
TAG inh: 8.2; TAG inh DAPI viability: -8.0

What do the screens show for `Cc1ccc(-c2cc(-c3ccc4c(c3)OCO4)c(C#N)c(N)n2)o1`?
TAG inh: 33.6; TAG inh DAPI viability: -5.6

Results for Cn1c(SCC(=O)NCc2ccc3c(c2)OCO3)nnc1C1COc2ccccc2O1 (stereo not given) ?
TAG inh: 12.2; TAG inh DAPI viability: -12.7

What do the screens show for `O=C(Cn1cnc2ccccc2c1=O)NNC(=O)c1cccc([N+](=O)[O-])c1`?
TAG inh: -18.5; TAG inh DAPI viability: -0.7

Ordered by molecular weight (rising): part of the list above
What do the screens show for `Cc1cc2nnc(SCC(=O)NCC3CCCO3)n2c2ccccc12` (stereo not given)?
TAG inh: 16.5; TAG inh DAPI viability: -8.4

Results for COc1ccc(-c2c(C3=CCCCC3)oc3ccc(-c4ccc5c(c4)OCO5)cc23)cn1 ?
TAG inh: -9.3; TAG inh DAPI viability: 10.0

Results for COc1ccc(N2CCN(C(=O)COC(=O)CNC(=O)c3ccc(Cl)cc3Cl)CC2)cc1 ?
TAG inh: 6.2; TAG inh DAPI viability: -1.4

Going on with the list.
How did Cc1cc(=O)n(-c2ccc(C(=O)O)cc2)[nH]1 do in these assays?
TAG inh: -6.2; TAG inh DAPI viability: 5.0

How did CCOC(=O)C1CCN(S(=O)(=O)c2ccc(NC(C)=O)c(Cl)c2)CC1 do in these assays?
TAG inh: -2.5; TAG inh DAPI viability: 6.4

What do the screens show for `CC1CN(C(=O)c2cccc(C(=O)N3CC(C)OC(C)C3)c2)CC(C)O1` (stereo not given)?
TAG inh: 1.9; TAG inh DAPI viability: -9.0

Results for O=C(CCN1CCN(Cc2ccccc2)CC1)NNC(=O)Nc1cccc(Cl)c1 ?
TAG inh: 6.0; TAG inh DAPI viability: -16.6

How did COC(=O)c1ccc2cc(OC)c(OC)cc2c1 do in these assays?
TAG inh: 15.5; TAG inh DAPI viability: -3.6

How did CC(=O)N1CC=CC1(CC(C)C)C(=O)NCc1cc(F)cc(C(F)(F)F)c1 (stereo not given) do in these assays?
TAG inh: -2.1; TAG inh DAPI viability: 2.0

Results for CC1CCCCN1CC(O)COCCC12CC3CC(CC(C3)C1)C2 (stereo not given) ?
TAG inh: 23.2; TAG inh DAPI viability: -5.3

What do the screens show for `COc1cc(CCC(=O)OCC(=O)Nc2ncc(Cl)cc2Cl)cc(OC)c1OC`?
TAG inh: -3.2; TAG inh DAPI viability: 0.5

How did Cc1cc(C)nc(NS(=O)(=O)c2ccc(NC(=O)c3ccco3)cc2)n1 do in these assays?
TAG inh: -1.7; TAG inh DAPI viability: -10.2

Results for C=C1C(C(=O)Nc2cccc(OC)c2)C1C(=O)Nc1cccc(OC)c1 (stereo not given) ?
TAG inh: 15.3; TAG inh DAPI viability: 3.0

What do the screens show for `CN(C(=O)COC(=O)/C=C/c1cn(-c2ccccc2)nc1-c1ccc2c(c1)OCCO2)C1CCS(=O)(=O)C1` (stereo not given)?
TAG inh: 34.1; TAG inh DAPI viability: -2.2

How did COc1ccc(-n2nnnc2SCC(=O)c2ccc3c(c2)OCCO3)cc1 do in these assays?
TAG inh: -2.9; TAG inh DAPI viability: -2.7

How did CC(C(=O)O)c1ccc(N2Cc3ccccc3C2=O)cc1 (stereo not given) do in these assays?
TAG inh: -1.3; TAG inh DAPI viability: 0.6

Results for COC(=O)c1c(NC(=S)NN2CCOCC2)sc2c1CCCC2 ?
TAG inh: 3.2; TAG inh DAPI viability: 1.6

How did CCO[C@H]1OC(C(=O)N2CCCCCCC2)=C[C@@H](c2ccc(C(F)(F)F)cc2)[C@@H]1CCCO do in these assays?
TAG inh: 17.0; TAG inh DAPI viability: -5.3

Results for CC(OC(=O)C1=COCCO1)C(=O)Nc1ncc(Cl)cc1Cl (stereo not given) ?
TAG inh: -1.4; TAG inh DAPI viability: -4.1

How did CCN(CC)C(=O)Cn1cc(C(=O)C(=O)N2CC=C(c3ccccc3)CC2)c2ccccc21 do in these assays?
TAG inh: 2.1; TAG inh DAPI viability: 6.4

What do the screens show for `Cc1cc2nc(/N=C(\N)NC(=O)N3c4ccccc4Sc4ccccc43)nc(C)c2cc1C`?
TAG inh: 41.2; TAG inh DAPI viability: 11.1

What do the screens show for `CC(C)Cn1c(N)c(C(=O)COC(=O)CC23CC4CC(CC(C4)C2)C3)c(=O)n(C)c1=O`?
TAG inh: -34.3; TAG inh DAPI viability: 3.7

Results for O=C(COC(=O)c1ccc([N+](=O)[O-])s1)Nc1ccc(F)cc1 ?
TAG inh: -0.9; TAG inh DAPI viability: -3.8

Results for O=c1cc(NC2CCCCC2)[nH]c(=O)[nH]1 ?
TAG inh: 10.2; TAG inh DAPI viability: -4.9

How did CCN(C(=O)CSc1nnc(-c2ccncc2)n1C)C1CCS(=O)(=O)C1 (stereo not given) do in these assays?
TAG inh: -3.3; TAG inh DAPI viability: -1.5

Results for CC(C)NC(=S)NN=C1c2ccccc2-c2ccccc21 ?
TAG inh: -18.3; TAG inh DAPI viability: 8.5

What do the screens show for `O=C(NC(c1ccccc1)c1ccsc1)C1CCN(Cc2ccc(Oc3ccccc3)cc2)CC1` (stereo not given)?
TAG inh: -15.7; TAG inh DAPI viability: 13.4

For reference, part of the list above.
What do the screens show for `COc1cc(CCC(=O)OCC(=O)Nc2ncc(Cl)cc2Cl)cc(OC)c1OC`?
TAG inh: -3.2; TAG inh DAPI viability: 0.5

How did Cc1cc(C)nc(NS(=O)(=O)c2ccc(NC(=O)c3ccco3)cc2)n1 do in these assays?
TAG inh: -1.7; TAG inh DAPI viability: -10.2

Results for C=C1C(C(=O)Nc2cccc(OC)c2)C1C(=O)Nc1cccc(OC)c1 (stereo not given) ?
TAG inh: 15.3; TAG inh DAPI viability: 3.0

What do the screens show for `CN(C(=O)COC(=O)/C=C/c1cn(-c2ccccc2)nc1-c1ccc2c(c1)OCCO2)C1CCS(=O)(=O)C1` (stereo not given)?
TAG inh: 34.1; TAG inh DAPI viability: -2.2

How did COc1ccc(-n2nnnc2SCC(=O)c2ccc3c(c2)OCCO3)cc1 do in these assays?
TAG inh: -2.9; TAG inh DAPI viability: -2.7

How did CC(C(=O)O)c1ccc(N2Cc3ccccc3C2=O)cc1 (stereo not given) do in these assays?
TAG inh: -1.3; TAG inh DAPI viability: 0.6

Results for COC(=O)c1c(NC(=S)NN2CCOCC2)sc2c1CCCC2 ?
TAG inh: 3.2; TAG inh DAPI viability: 1.6

How did CCO[C@H]1OC(C(=O)N2CCCCCCC2)=C[C@@H](c2ccc(C(F)(F)F)cc2)[C@@H]1CCCO do in these assays?
TAG inh: 17.0; TAG inh DAPI viability: -5.3

Results for CC(OC(=O)C1=COCCO1)C(=O)Nc1ncc(Cl)cc1Cl (stereo not given) ?
TAG inh: -1.4; TAG inh DAPI viability: -4.1

How did CCN(CC)C(=O)Cn1cc(C(=O)C(=O)N2CC=C(c3ccccc3)CC2)c2ccccc21 do in these assays?
TAG inh: 2.1; TAG inh DAPI viability: 6.4

What do the screens show for `Cc1cc2nc(/N=C(\N)NC(=O)N3c4ccccc4Sc4ccccc43)nc(C)c2cc1C`?
TAG inh: 41.2; TAG inh DAPI viability: 11.1

What do the screens show for `CC(C)Cn1c(N)c(C(=O)COC(=O)CC23CC4CC(CC(C4)C2)C3)c(=O)n(C)c1=O`?
TAG inh: -34.3; TAG inh DAPI viability: 3.7

Results for O=C(COC(=O)c1ccc([N+](=O)[O-])s1)Nc1ccc(F)cc1 ?
TAG inh: -0.9; TAG inh DAPI viability: -3.8

Results for O=c1cc(NC2CCCCC2)[nH]c(=O)[nH]1 ?
TAG inh: 10.2; TAG inh DAPI viability: -4.9

Following part:
What do the screens show for `O=C(NN1C(=O)NC2(CCCCC2)C1=O)c1cc(F)cc(F)c1`?
TAG inh: -5.4; TAG inh DAPI viability: -3.1

What do the screens show for `CCOC(=O)N1CCC(NC(=O)C2CCN(S(=O)(=O)c3ccc4c(c3)oc(=O)n4C)CC2)CC1`?
TAG inh: 4.5; TAG inh DAPI viability: 4.2

What do the screens show for `Cc1cccc(N2CCN(C3=NC(=O)C(Cc4ccccc4)S3)CC2)c1` (stereo not given)?
TAG inh: -19.7; TAG inh DAPI viability: 7.5

Results for COc1ccc(S(=O)(=O)N2CCOCC2)cc1NC(=O)C1CCCCN1S(=O)(=O)c1ccccc1 (stereo not given) ?
TAG inh: 19.3; TAG inh DAPI viability: -7.1

What do the screens show for `CCOC(=O)C1(Cc2ccc(Cl)cc2)CCN(C(=O)c2cnc(C)cn2)CC1`?
TAG inh: -9.1; TAG inh DAPI viability: -1.8

What do the screens show for `CC1CCCC(n2cnc3cc(C(=O)O)ccc32)C1C` (stereo not given)?
TAG inh: 2.9; TAG inh DAPI viability: 5.8

How did Cc1nc2ccccc2nc1OCc1cccc([N+](=O)[O-])c1 do in these assays?
TAG inh: -16.4; TAG inh DAPI viability: 5.9

Results for CC(C)N(C(=O)CSc1nc2c([nH]1)c(=O)n(C)c(=O)n2C)c1ccccc1 ?
TAG inh: -1.5; TAG inh DAPI viability: 12.8

Results for CC1CCCC(NC(=O)c2ccc(COc3ccccc3)o2)C1C (stereo not given) ?
TAG inh: -32.5; TAG inh DAPI viability: 0.0

How did COc1ccc(OCC(O)CNC(=O)c2cccs2)cc1 (stereo not given) do in these assays?
TAG inh: -1.6; TAG inh DAPI viability: -2.2

Results for COc1ccc(CCn2c(=N)c(C(=O)NCc3ccco3)cc3c(=O)n4ccccc4nc32)cc1OC ?
TAG inh: 23.7; TAG inh DAPI viability: -5.3

How did COc1cccc(C(=O)NNC(=O)C(=O)N2CCCCC2)c1 do in these assays?
TAG inh: 1.5; TAG inh DAPI viability: -7.2

How did COc1ccc(N2CCN(Cc3nc4c(c(=O)n(C)c(=O)n4C)n3Cc3cccc(C)c3)CC2)cc1 do in these assays?
TAG inh: -1.3; TAG inh DAPI viability: 4.8

Results for O=C(N/N=C/C=C\c1ccccc1[N+](=O)[O-])c1cccnc1 ?
TAG inh: -6.3; TAG inh DAPI viability: 1.4

Results for COc1ccc(OCC(=O)N(Cc2ccco2)C2CCS(=O)(=O)C2)cc1 (stereo not given) ?
TAG inh: -0.9; TAG inh DAPI viability: 0.3

Results for NC(=O)C1CCN(C(=O)NC2CC(=O)N(c3ccc4c(c3)OCCO4)C2)CC1 (stereo not given) ?
TAG inh: 7.9; TAG inh DAPI viability: 7.4

How did CCOC(=O)N1CCN(C(=O)c2ccc3c(=O)n(CCC4=CCCCC4)c(=O)[nH]c3c2)CC1 do in these assays?
TAG inh: 21.1; TAG inh DAPI viability: -4.0

What do the screens show for `Cc1c(C(=O)N(C)CCOc2ccccc2)oc2c(Cl)cccc12`?
TAG inh: -31.9; TAG inh DAPI viability: 10.0

What do the screens show for `COc1cc(C(=O)N2CCC2(C)C(=O)O)cc(OC)c1OC` (stereo not given)?
TAG inh: -32.2; TAG inh DAPI viability: -1.0

What do the screens show for `CCOCc1nnc(NC(=O)CSc2ccccc2)s1`?
TAG inh: 4.9; TAG inh DAPI viability: -6.2

Source: PubChem BioAssay
